PP5 inh = blocks human protein phosphatase 5 activity. P53041. purified PP5c, OMFP substrate fluorescence. inhibition, % at 6.7 µM. 0.18% of 320,000 active. AID 1987;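 active = inhibition above the campaign's mean inhibition across all tested compounds plus 3 SD, cut at about 9.5% in these data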;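 note: 0% = DMSO only and 100% = 100 µM cantharidin control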
Fh CTSL1 inh = cathepsin L1 inhibition, PFM18AAP counter-screen; recombinant F. hepatica cathepsin L1, Z-Leu-Arg-MCA fluorescence; inhibition, % at 5.96 µM; 0.49% of 300,000 active; AID 1906;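 active = inhibition above the mean of all tested compounds plus 3 SD, set per screening campaign, cut at about 17% in these data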;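 note: 0% = plate median of test compound wells and 100% = 1 µM Z-Phe-Ala-diazomethylketone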
GRK2 inh = human GRK2 inhibition via aptamer displacement | P25098 | bead flow cytometry, FAM-aptamer displacement from GRK2 | inhibition of aptamer binding, % at 10 µM | 0.59% of 330,000 active | AID 488847;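 active = inhibition of aptamer binding above 40%, roughly 3 SD of noise, on plates passing a quality check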;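 note: median bead fluorescence of bound FAM aptamer so fluorescent compounds give negative values; no value below 0 was filed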
procasp3 activ = activates human procaspase-3; recombinant procaspase-3 D3A, Ac-DEVD-pNA absorbance 405 nm; P42574; 0.11% of 330,000 active; activation, % at 8.5 µM; AID 463141;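 active = activation above the mean of all tested compounds plus 3 SD, cut at about 21% in these data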;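 note: 0% = DMSO alone and 100% = DMSO wells spiked with extra 5 µM PC-3 D3A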
Target sequence (P42574 whole entry D9A/D28A/D175A): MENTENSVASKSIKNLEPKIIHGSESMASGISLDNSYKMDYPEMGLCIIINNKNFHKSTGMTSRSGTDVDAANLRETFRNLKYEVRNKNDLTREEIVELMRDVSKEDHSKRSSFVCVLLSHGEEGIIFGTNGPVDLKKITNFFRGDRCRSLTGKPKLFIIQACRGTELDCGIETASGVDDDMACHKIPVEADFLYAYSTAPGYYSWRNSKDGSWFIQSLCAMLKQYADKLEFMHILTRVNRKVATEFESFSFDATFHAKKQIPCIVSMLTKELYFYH
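Test system: Procaspase-3 D3A mutant, all three cleavage aspartates alanine | Dosing: Single dose, 8.5 µM nominal compound, 0.8% DMSO | Schedule: 1 h preincubation, 2 h reaction | Technique: 405 nm absorbance of p-nitroaniline, reads at 0 and 120 min | Repeats: One well per compound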
procasp7 counter = counter-screen: procaspase-7 (human) activation; P55210; activation, % at 8.5 µM; 0.093% of 330,000 active; recombinant procaspase-7, Ac-DEVD-pNA absorbance 405 nm; D23A/D198A/D206A triple mutant, cannot self-cleave; scale: DMSO 0, 5 µM enzyme 100;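 active = percent activation above the screen-wide mean plus 3 SD, cut at about 25% in these data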
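Assay system – Uncleavable procaspase-7 mutant enzyme · Quantity – 2 µM procaspase-7 mutant as dispensed · Times – 1 h preincubation, 2 h reaction · Dosing – single nominal 8.5 µM compound dose, 0.8% DMSO final · Buffer or medium – Zinc-free 50 mM HEPES buffer, pH 7.4, with NaCl and Triton X-100 · Detection – Epi-absorbance of released pNA at 405 nm, two timepoints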
VLA-4 inh = inhibition in a human VLA-4 binding assay; P13612; VLA-4 expressing cells, ligand binding flow cytometry; inhibition, % (about 7 µM as worked out from the volumes in the protocol); 0.2% of 330,000 active; AID 2557; in the data active = inhibition above about 50%
HCV core dimer = HCV core protein dimerization inhibition. inhibition, % at 5 µM. 0.33% of 300,000 active. TR-FRET GST/Flag-core106 dimerization, 1536-well;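 active = inhibition above the mean of all tested compounds plus 3 SD, set per screening campaign, cut at about 45% in these data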
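System – GST-tagged and Flag-tagged HCV core protein residues 1-106 · Repeats – one well for each compound · Technique – TR-FRET 671 and 617 nm emission · Doses – one concentration, 5 µM, in 0.5% DMSO · Times – 4 h, 22.5 °C incubation · Also added – Eu donor and XL665 acceptor anti-tag antibodies · Measure – percent inhibition of core106 dimerization signal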
PP1 inh = counter-screen for PP5 inhibitors: inhibitors of human PP1-alpha. purified PP1alpha, OMFP fluorescence. P62136. 0.9% of 320,000 active. inhibition, % at 6.7 µM;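 active = inhibition above the mean inhibition of all tested compounds plus 3 SD, computed separately for each screening campaign, cut at about 15% in these data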
Target sequence (P62136 whole entry, looked up): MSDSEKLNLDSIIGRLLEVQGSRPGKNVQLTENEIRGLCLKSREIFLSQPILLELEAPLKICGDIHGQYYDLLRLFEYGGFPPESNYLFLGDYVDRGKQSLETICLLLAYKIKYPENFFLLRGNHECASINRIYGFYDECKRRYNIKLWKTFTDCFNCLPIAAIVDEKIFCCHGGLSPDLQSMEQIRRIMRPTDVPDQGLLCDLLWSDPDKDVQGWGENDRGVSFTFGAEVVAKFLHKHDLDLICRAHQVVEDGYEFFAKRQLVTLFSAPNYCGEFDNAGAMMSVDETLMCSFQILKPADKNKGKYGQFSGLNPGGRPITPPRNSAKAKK
GASC-1 inh = inhibitors of human GASC-1 (JMJD2C) demethylase. Q9H3R0. GST-JMJD2C(1-420) H3K9me3 demethylation, DELFIA europium. inhibition, % at 2.35 µM. 0.069% of 330,000 active;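 active = more than half of a compound's replicate wells show inhibition beyond 50%, single wells judged on their own value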;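 note: signal counts dimethyl H3K9 product captured on neutravidin plate; 0% = median of DMSO wells and 100% = 0.3 times that DMSO median; strong numbers were not always called active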
Target sequence (Q9H3R0 1-420 limits assumed): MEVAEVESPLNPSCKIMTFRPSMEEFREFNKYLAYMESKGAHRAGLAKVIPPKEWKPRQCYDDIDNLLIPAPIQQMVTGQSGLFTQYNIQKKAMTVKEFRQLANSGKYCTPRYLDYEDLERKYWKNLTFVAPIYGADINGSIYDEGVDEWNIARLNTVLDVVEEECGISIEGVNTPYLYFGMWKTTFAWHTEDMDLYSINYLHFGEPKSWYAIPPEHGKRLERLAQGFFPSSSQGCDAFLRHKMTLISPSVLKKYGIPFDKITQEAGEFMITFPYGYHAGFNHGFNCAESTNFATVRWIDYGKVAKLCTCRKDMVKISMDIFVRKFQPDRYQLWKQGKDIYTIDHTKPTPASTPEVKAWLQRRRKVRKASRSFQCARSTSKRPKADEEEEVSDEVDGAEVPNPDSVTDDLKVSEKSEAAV
* marks the source's active call; other numbers are inactive results. No enrichment for hits. About 2.6% of those tested had a hit in this group.

Results for CCCCN1C(=O)c2ccc(C(=O)Nc3ccc(C)c(S(=O)(=O)N(C)C)c3)cc2C1=O ?
PP5 inh: 3.0; Fh CTSL1 inh: 2; GRK2 inh: 1; procasp3 activ: -9; procasp7 counter: -10; VLA-4 inh: 19; HCV core dimer: 18; PP1 inh: 2; GASC-1 inh: -1

Results for Cc1cc(NC(=O)c2ccc(C#N)cc2)on1 ?
PP5 inh: 0.0; Fh CTSL1 inh: 2; GRK2 inh: 0; procasp3 activ: 8; procasp7 counter: 13; VLA-4 inh: 17; HCV core dimer: 3; PP1 inh: -2; GASC-1 inh: 10

How did CC(C)CN(C(=O)CSc1n[nH]c(-c2cccs2)n1)C1CCS(=O)(=O)C1 (configuration not stated) do in these assays?
PP5 inh: -1.7; GRK2 inh: 6; procasp3 activ: 10; procasp7 counter: 11; VLA-4 inh: 7; PP1 inh: -2; GASC-1 inh: 8

What do the screens show for `O=C(Nc1cc(C(F)(F)F)ccc1N1CCOCC1)c1cccc(F)c1`?
PP5 inh: -7.0; Fh CTSL1 inh: 5; GRK2 inh: 5; procasp3 activ: -5; procasp7 counter: 1; VLA-4 inh: 7; HCV core dimer: 0; PP1 inh: -5; GASC-1 inh: -1

What do the screens show for `COc1cccc(CNC(=O)c2cc3oc4ccccc4c3n2C)c1OC`?
PP5 inh: 2.1; Fh CTSL1 inh: 3; GRK2 inh: 0; procasp3 activ: 0; procasp7 counter: -4; VLA-4 inh: -8; HCV core dimer: 8; PP1 inh: -2; GASC-1 inh: 7

What do the screens show for `O=C(Cn1c(O)c(/C=C2\C=Nc3ccccc32)sc1=O)Nc1ccc2c(c1)OCO2`?
PP5 inh: 1.4; Fh CTSL1 inh: 4; GRK2 inh: 4; procasp3 activ: 8; procasp7 counter: 7; VLA-4 inh: -2; HCV core dimer: 17; PP1 inh: 5; GASC-1 inh: 64

Results for Cc1ccc(CN2CCNC(=O)C2CC(=O)N(Cc2c(C)nn(C)c2C)C2CC2)o1 (configuration not stated) ?
PP5 inh: 0.4; Fh CTSL1 inh: 6; GRK2 inh: 0; procasp3 activ: -5; procasp7 counter: -3; VLA-4 inh: 0; HCV core dimer: -1; PP1 inh: -8; GASC-1 inh: -37

What do the screens show for `CCOC(=O)c1c(NC(=O)c2cc3n(n2)C(C(F)(F)F)CC(c2ccccc2)N3)sc(C)c1C` (configuration not stated)?
PP5 inh: -0.6; Fh CTSL1 inh: 3; GRK2 inh: 6; procasp3 activ: 3; procasp7 counter: 5; VLA-4 inh: -2; HCV core dimer: 25; PP1 inh: -3; GASC-1 inh: -2

What do the screens show for `CCn1cc(C(=O)O)c(=O)c2cc(F)c(N3CCN(S(=O)(=O)c4ccc(Br)cc4)CC3)cc21`?
PP5 inh: -0.4; Fh CTSL1 inh: 3; GRK2 inh: 18; procasp3 activ: 10; procasp7 counter: 10; VLA-4 inh: 12; HCV core dimer: 15; PP1 inh: 19*; GASC-1 inh: 17

What do the screens show for `COc1ccc(N2CCN(C(CNS(C)(=O)=O)c3ccco3)CC2)cc1` (configuration not stated)?
PP5 inh: -0.1; Fh CTSL1 inh: -1; GRK2 inh: 12; procasp3 activ: 0; procasp7 counter: 2; VLA-4 inh: 9; HCV core dimer: -5; PP1 inh: -1; GASC-1 inh: 10

Random excerpt: four entries already listed, in no set order.
Results for Cc1cc(NC(=O)c2ccc(C#N)cc2)on1 ?
PP5 inh: 0.0; Fh CTSL1 inh: 2; GRK2 inh: 0; procasp3 activ: 8; procasp7 counter: 13; VLA-4 inh: 17; HCV core dimer: 3; PP1 inh: -2; GASC-1 inh: 10

What do the screens show for `CCn1cc(C(=O)O)c(=O)c2cc(F)c(N3CCN(S(=O)(=O)c4ccc(Br)cc4)CC3)cc21`?
PP5 inh: -0.4; Fh CTSL1 inh: 3; GRK2 inh: 18; procasp3 activ: 10; procasp7 counter: 10; VLA-4 inh: 12; HCV core dimer: 15; PP1 inh: 19*; GASC-1 inh: 17

Results for CCCCN1C(=O)c2ccc(C(=O)Nc3ccc(C)c(S(=O)(=O)N(C)C)c3)cc2C1=O ?
PP5 inh: 3.0; Fh CTSL1 inh: 2; GRK2 inh: 1; procasp3 activ: -9; procasp7 counter: -10; VLA-4 inh: 19; HCV core dimer: 18; PP1 inh: 2; GASC-1 inh: -1

How did CC(C)CN(C(=O)CSc1n[nH]c(-c2cccs2)n1)C1CCS(=O)(=O)C1 (configuration not stated) do in these assays?
PP5 inh: -1.7; GRK2 inh: 6; procasp3 activ: 10; procasp7 counter: 11; VLA-4 inh: 7; PP1 inh: -2; GASC-1 inh: 8

Further entries follow:
Results for CCC(C)CCN1CCN=C1Nc1ccccc1 (configuration not stated) ?
PP5 inh: 4.6; Fh CTSL1 inh: 3; GRK2 inh: 0; procasp3 activ: 6; procasp7 counter: 1; VLA-4 inh: 12; HCV core dimer: -1; PP1 inh: -2; GASC-1 inh: 7

How did COc1ccc(S(=O)(=O)N2CCC(C(=O)Nc3nnc(C)s3)CC2)cc1OC do in these assays?
PP5 inh: -1.2; Fh CTSL1 inh: -1; GRK2 inh: 1; procasp3 activ: -1; procasp7 counter: 4; VLA-4 inh: -1; HCV core dimer: -1; PP1 inh: -5; GASC-1 inh: 4

How did O=C(CN1CCN(c2ccc(O)cc2)CC1)Nc1ccc2c(c1)OCCO2 do in these assays?
PP5 inh: -1.3; Fh CTSL1 inh: -2; GRK2 inh: 0; procasp3 activ: -18; procasp7 counter: -19; VLA-4 inh: 8; HCV core dimer: 1; PP1 inh: 4; GASC-1 inh: -7

What do the screens show for `COc1ccc(NC(=O)/C(C#N)=C\c2cc(OC)c(OCc3ccc(C(=O)O)cc3)cc2Br)cc1`?
PP5 inh: 1.0; Fh CTSL1 inh: 1; GRK2 inh: 6; procasp3 activ: 1; procasp7 counter: -4; VLA-4 inh: -15; HCV core dimer: 2; PP1 inh: -2; GASC-1 inh: 4

How did Cc1occc1C(=O)NC(C)CCc1ccccc1 (configuration not stated) do in these assays?
PP5 inh: 2.2; Fh CTSL1 inh: -2; GRK2 inh: 3; procasp3 activ: 7; procasp7 counter: -1; VLA-4 inh: 5; HCV core dimer: 1; PP1 inh: -2; GASC-1 inh: 11

What do the screens show for `O=S(=O)(c1cccc(COc2ccc(Cl)cc2Cl)c1)N1CCOCC1`?
PP5 inh: 1.5; Fh CTSL1 inh: -1; GRK2 inh: 2; procasp3 activ: -1; procasp7 counter: 14; VLA-4 inh: 8; HCV core dimer: 3; PP1 inh: 0; GASC-1 inh: 20

Results for COc1cc2c(C#CCCCO)c(-c3ccc(C#N)cc3)oc(=O)c2cc1OC ?
PP5 inh: -2.3; GRK2 inh: 2; procasp3 activ: 7; procasp7 counter: 8; VLA-4 inh: -21; PP1 inh: -2; GASC-1 inh: 0

What do the screens show for `O=C(c1cc(NC(=O)C23CC4CC(CC(C4)C2)C3)cc(NC(=O)C23CC4CC(CC(C4)C2)C3)c1)N1CCCCC1`?
PP5 inh: 0.2; Fh CTSL1 inh: -4; GRK2 inh: 0; procasp3 activ: 0; procasp7 counter: 19; VLA-4 inh: -3; HCV core dimer: 35; PP1 inh: 7; GASC-1 inh: -4

Results for COc1cc2cc(C(=O)N/N=C/c3ccccc3Cl)[nH]c2cc1OC ?
PP5 inh: 3.8; Fh CTSL1 inh: 4; GRK2 inh: 3; procasp3 activ: 2; procasp7 counter: 12; VLA-4 inh: 5; HCV core dimer: 6; PP1 inh: -2; GASC-1 inh: 1

Results for Cc1noc(C)c1S(=O)(=O)N1CCC(C(=O)N2CCN(c3ccc(Cl)cc3)CC2)CC1 ?
PP5 inh: 0.6; Fh CTSL1 inh: 1; GRK2 inh: 1; procasp3 activ: -10; procasp7 counter: -5; VLA-4 inh: 10; HCV core dimer: -2; PP1 inh: -4; GASC-1 inh: 1

How did CC(=O)N(C)c1ccc(NC(=S)NCC(C)C)cc1 do in these assays?
PP5 inh: 0.0; Fh CTSL1 inh: -2; GRK2 inh: 1; procasp3 activ: -12; procasp7 counter: 3; VLA-4 inh: 22; HCV core dimer: 0; PP1 inh: -2; GASC-1 inh: 10

How did CC(C)(C)NCCCOc1ccc(Cl)cc1C(C)(C)C do in these assays?
PP5 inh: -2.6; Fh CTSL1 inh: -10; GRK2 inh: 0; procasp3 activ: -10; procasp7 counter: -6; VLA-4 inh: -3; HCV core dimer: -17; PP1 inh: -4; GASC-1 inh: -16

How did CN(C(=O)c1ccc(NC(=O)C2CCCN(C(=O)OC(C)(C)C)C2)cc1)C1CCC1 (configuration not stated) do in these assays?
GRK2 inh: 4; procasp3 activ: 0; procasp7 counter: -6; VLA-4 inh: -2

Results for CN(C)c1ccc(CNC23CN4CN(CN(C4)C2)C3)cc1 ?
PP5 inh: -1.0; Fh CTSL1 inh: -1; GRK2 inh: 0; procasp3 activ: -4; procasp7 counter: 8; VLA-4 inh: 2; HCV core dimer: 0; PP1 inh: -1; GASC-1 inh: -21

How did COc1ccc(NC(=O)c2sc(N3CCOCC3)nc2-c2ccccc2)c(OC)c1 do in these assays?
PP5 inh: 1.2; Fh CTSL1 inh: 0; GRK2 inh: 5; procasp3 activ: 5; procasp7 counter: 3; VLA-4 inh: 11; HCV core dimer: 4; PP1 inh: 1; GASC-1 inh: 11

Results for C=CCn1c(SCC(=O)c2cc(C)n(CCOC)c2C)nc2sc(C)c(C)c2c1=O ?
PP5 inh: 1.7; Fh CTSL1 inh: -1; GRK2 inh: 0; procasp3 activ: 1; procasp7 counter: -5; VLA-4 inh: -3; HCV core dimer: 2; PP1 inh: -1; GASC-1 inh: 1

How did Clc1ccc(CSc2nnnn2-c2ccc3c(c2)OCO3)c(Cl)c1 do in these assays?
PP5 inh: 2.4; Fh CTSL1 inh: 5; GRK2 inh: 0; procasp3 activ: 0; procasp7 counter: -2; VLA-4 inh: -1; HCV core dimer: 6; PP1 inh: 0; GASC-1 inh: 0

Results for Cc1cc(Cl)ccc1OCC(O)CN1C(C)CCCC1C (configuration not stated) ?
PP5 inh: -1.7; Fh CTSL1 inh: 3; GRK2 inh: 1; procasp3 activ: 11; procasp7 counter: 5; VLA-4 inh: 2; HCV core dimer: -5; PP1 inh: -2; GASC-1 inh: 13

Results for Cn1nnnc1SCc1c(F)cccc1F ?
PP5 inh: 3.0; Fh CTSL1 inh: -2; GRK2 inh: 1; procasp3 activ: 10; procasp7 counter: 22; VLA-4 inh: 3; HCV core dimer: -5; PP1 inh: 1; GASC-1 inh: 4

What do the screens show for `CN(C)C(CNc1ccc(C(F)(F)F)cc1[N+](=O)[O-])c1ccccc1` (configuration not stated)?
PP5 inh: 1.8; Fh CTSL1 inh: 4; GRK2 inh: 2; procasp3 activ: -11; procasp7 counter: 5; VLA-4 inh: 1; HCV core dimer: 2; PP1 inh: 8; GASC-1 inh: 2

Screening data: PubChem BioAssay, several laboratories
